RmlCD inh 1536 = blocks M. tuberculosis RmlC and RmlD coupled enzymes; actives 0.03% (n = 160,000); AID 1533; RmlC+RmlD coupled enzyme assay, percent inhibition; primary screen in compound mixtures; P9WH09+P9WH11; inhibition, % at 3.6 µM; in the data active means inhibition mostly above about 34%, no sharp cut-off; inconclusive means no clear call, values can overlap the other calls; inactive means mostly below about 22%; further: some results filed as inactive read as strong as hits
Target sequence (P9WH09 whole entry, looked up): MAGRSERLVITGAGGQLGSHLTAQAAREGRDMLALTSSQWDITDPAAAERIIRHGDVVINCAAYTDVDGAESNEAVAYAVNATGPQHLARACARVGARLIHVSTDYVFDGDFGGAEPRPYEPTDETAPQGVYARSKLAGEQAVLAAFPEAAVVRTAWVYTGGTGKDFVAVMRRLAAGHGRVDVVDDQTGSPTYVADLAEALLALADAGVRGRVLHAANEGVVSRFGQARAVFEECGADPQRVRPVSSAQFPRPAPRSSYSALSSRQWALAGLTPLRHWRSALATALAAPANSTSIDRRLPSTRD
Target sequence (P9WH11 whole entry, looked up): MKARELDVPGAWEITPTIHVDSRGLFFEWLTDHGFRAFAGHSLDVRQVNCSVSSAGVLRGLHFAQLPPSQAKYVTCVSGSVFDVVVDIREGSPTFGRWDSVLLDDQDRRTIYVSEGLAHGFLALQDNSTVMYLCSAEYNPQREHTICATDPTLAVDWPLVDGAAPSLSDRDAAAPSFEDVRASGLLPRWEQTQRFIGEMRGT
GlmU inhibition = inhibition of mycobacterial GlmU enzyme – biochemical, glucosamine-1-phosphate acetyltransferase (AID 1376); M. tuberculosis GlmU acetyltransferase enzyme assay; higher % means a stronger effect; inhibition, %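 (tested at 30 µM in the primary screen)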, or IC50 in µM where a hit was titrated; actives 0.25% (n = 220,000); in the data active means inhibition above about 13%; inconclusive means no clear call, values can overlap the other calls;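 further: 0% = complete reaction with vehicle and 100% = reaction without substrate; strong numbers were not always called active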
An asterisk follows results filed as active; ? = inconclusive; / = not tested or not shown. These rows are one share of the data; the hit share may differ from the screen's.

The line under a structure holds: GlmU inhibition | RmlCD inh 1536
- Cc1cc(C)c2c(N)c(S(=O)(=O)c3ccccc3)sc2n1
  -3.3% | -2
- O=C(NCc1ccco1)C1CC(c2ccc(Cl)c(Cl)c2)=NO1 (stereo not given)
  0.5% | -10
- Cc1csc2c(C#N)c(=O)c3c(n12)CCC3
  -5.8% | 7
- CCC(=O)OCC(=O)Nc1ccc2c(c1)OCO2
  -2.3% | 5
- O=C(C(=O)N1CCCc2ccccc21)c1cn(CC(=O)N2CCOCC2)c2ccccc12
  / | 6
- CC1CN(Cc2nc3c(c(=O)[nH]c(=O)n3C)n2CC(N)=O)CC(C)O1 (stereo not given)
  -2.6% | 11
- COc1ccc(C/C(C)=N/NC(=S)Nc2ccccc2F)cc1
  -0.6% | /
- Cc1cc(C)cc(-c2nnc(SCC(=O)c3ccc4c(c3)OCCO4)o2)c1
  -3.3% | /
- O=S(=O)(c1ccc(S(=O)(=O)N2CCCC3(CCCCC3)C2)cc1)N1CCCCC1
  0.3% | /
- CCOC(=O)c1c(C)oc(NC(=O)CCl)c1C(=O)OCC
  1.7% | 12
- CC(/C=N/NC(=O)c1c(Br)cnn1C)=C\c1ccccc1
  -1.5% | 17
- CCC(CC(C)(C)O)C(=O)NNC(=S)Nc1ccccc1 (stereo not given)
  -2.7% | 6
- Cc1cccc(N2CCN(CC(O)COc3ccccc3Cl)CC2)c1 (stereo not given)
  4.0% | ?
- O=C(c1ccc(Oc2cc(Cl)cc(Cl)c2)o1)N1CCCCC1
  11% | -55
- CCCOc1ccc(C2CC(=O)NC2=O)cc1 (stereo not given)
  0.2% | -8

Carrying on.
The line under a structure holds: GlmU inhibition | RmlCD inh 1536
- Cc1nc(-c2ccccc2)sc1C1(C)CC(c2cccc([N+](=O)[O-])c2)=NO1 (stereo not given)
  -0.1% | -1
- COc1cc(Br)cc(/C=N/c2ncn[nH]2)c1O
  -0.8% | /
- Cn1cc(C(=O)N/N=C/C(Br)=C\c2ccccc2)ccc1=O
  -0.7% | 12
- c1ccc(CN2CCC(Nc3nc(-c4ccccc4)nc4ccccc34)CC2)cc1
  -0.3% | /
- Cc1ccc(NC(=O)Nc2ccno2)cc1
  0.2% | -4
- O=C(NNc1cccc(Cl)n1)Nc1cccc(Cl)c1
  3.6% | /
- CCOC(=O)Cc1csc(NC(=O)Nc2ccc(Cl)cc2)n1
  0.9% | 3
- Cc1cnc(C(=O)N2CCN(S(=O)(=O)c3ccc4ccccc4c3)CC2)cn1
  -1.4% | 4
- Cc1ccc(C(=O)COC(=O)c2ccccc2N2C(=O)C3C4CCC(C4)C3C2=O)cc1C (stereo not given)
  2.4% | 3
- COc1ccccc1NC1=NCC(=O)N1Cc1ccccc1
  -4.0% | 0
- O=C(CNC(=O)c1ccccc1F)OC(C(=O)Nc1cc(C(F)(F)F)ccc1Cl)c1ccccc1 (stereo not given)
  -2.8% | -10
- CC(=O)Nc1ccc(NC(=O)/C=C/c2ccc3c(c2)OCO3)cc1
  5.3% | 2
- COc1ccc(Br)c(C(=O)NC2CCCC2)c1
  -8.4% | -7
- O=C1OC(C(=O)O)Cc2ccccc21 (stereo not given)
  -4.6% | /
- N#C/C(=C\c1ccncc1)c1nc2ccccc2o1
  0.8% | 7

Other results follow:
The line under a structure holds: GlmU inhibition | RmlCD inh 1536
- CC(C)CCN1CCN(CCCn2cccn2)CC1CCO (stereo not given)
  -4.5% | 13
- CCOC(=O)Cc1csc(SC(C)C(=O)Nc2ccc(NC(C)=O)cc2)n1 (stereo not given)
  3.9% | /
- Nc1nonc1-c1noc(N2CCOCC2)n1
  5.1% | 8
- Cc1cccn2c(/C=N/OCc3ccc(F)cc3)c(-c3ccc(Cl)cc3)nc12
  0.7% | /
- S=C(NC1CC1)N1CCc2ccccc2C1
  3.1% | /
- Cc1ccc(/C=N/c2sc3c(c2C#N)CCC3)s1
  0.8% | 20
- Cc1cccc(NC(=O)COc2ccc(/C=C\c3[nH]c(=O)[nH]c(=O)c3[N+](=O)[O-])cc2)c1
  0.8% | -5
- CC(Cl)C(=O)NNC(=O)CNS(=O)(=O)c1ccccc1 (stereo not given)
  -6.7% | -17
- O=C(NCC1CCCO1)/C(=C/c1ccc(Cl)cc1)NC(=O)c1ccccc1 (stereo not given)
  -1.9% | 2
- Cc1ccccc1N1CCN(C(=O)CCN2C(=O)c3ccccc3C2=O)CC1
  -3.8% | 15
- COc1cccc(-n2c(C)nn(CCOc3ccccc3)c2=O)c1
  1.2% | -3
- CCN(CC)CCNc1nc(-c2cccs2)c(CC(=O)O)s1
  -0.7% | 3
- CCN1CCN(c2cc(C)c3cc(NC(=S)N4CCC5(CC4)OCCO5)ccc3n2)CC1
  -1.9% | -8
- Cc1cc(N2CCCC2=O)cc(C)c1S(=O)(=O)NCCOc1ccccc1
  -5.8% | -8
- C=CCNC(=O)c1nc2ccccc2s1
  -1.9% | 15

Molecules above with a COOH group (2):
The line under a structure holds: GlmU inhibition | RmlCD inh 1536
- O=C1OC(C(=O)O)Cc2ccccc21 (stereo not given)
  -4.6% | /
- CCN(CC)CCNc1nc(-c2cccs2)c(CC(=O)O)s1
  -0.7% | 3

Later entries
The line under a structure holds: GlmU inhibition | RmlCD inh 1536
- CCC(C)Sc1nc2c(cnn2-c2ccc(C)cc2)c(=O)[nH]1 (stereo not given)
  3.6% | /
- CCSc1nnc(NC(=O)CCn2c(=O)oc3ccccc32)s1
  1.9% | /
- COc1ccc(C(=O)NCCCN2CCOCC2)cc1OC
  1.0% | /
- COc1ccc(NC(=O)c2cc(-c3ccc(OC)c(OC)c3)on2)cc1OC
  / | 1
- COc1ccc(OCc2nnc(NC(=O)Nc3ccccc3F)s2)cc1
  1.8% | 11
- CN(CCCN1CCOCC1)Cc1nc(-c2ccccc2)no1
  5.4% | 12
- CC(C)N=C1NN=C(c2ccc(F)cc2)CS1
  -3.5% | -11
- Fc1ccc(CSc2nnc3ccccn23)c(Cl)c1
  -1.4% | 6
- CCc1cccc(CC)c1NC(=S)Nc1cccc(Cl)c1Cl
  0.0% | 0
- COC(=O)c1ccccc1NC(=O)Nc1ccc(C)cn1
  3.9% | 3
- O=C(COC(=O)COc1ccc(Cl)cc1)Nc1ccc(N2CCOCC2)cc1
  2.7% | -4
- CN(C1=C(NC(=O)c2ccccc2)C(=O)c2ccccc2C1=O)C1CCS(=O)(=O)C1 (stereo not given)
  3.9% | /
- Cc1ccc(NC(=O)C(NC2CCCC2)c2ccccc2)cc1Cl (stereo not given)
  0.3% | /
- CCSCc1nnc(SCC(=O)Nc2ccc(F)cc2)n1CC
  -4.5% | -7
- COc1ccc2[nH]c3c(=O)n4c(nc3c2c1)SCCC4
  -3.7% | /

Continuation:
The line under a structure holds: GlmU inhibition | RmlCD inh 1536
- COc1ccc(C(C)=O)cc1CN1C(=O)NC2(CCCCC2)C1=O
  0.2% | /
- CCCCC(=O)Nc1ccc(NC(=O)c2ccc(C)c([N+](=O)[O-])c2)cc1OC
  -3.3% | -7
- Cc1ccccc1NC(=O)c1c(-c2ccccc2)noc1C
  0.9% | /
- Cc1sc2nc(SCC(=O)NCc3ccco3)n(CCc3ccccc3)c(=O)c2c1C
  -0.1% | /
- Cc1nn(-c2ccccc2)c(C)c1/C=C1\C(=O)N(C)C(=S)N1C
  1.2% | 2
- CCc1ccc(N(CC(=O)Nc2ccc(OC)cc2OC)S(C)(=O)=O)cc1
  4.0% | 7
- C=CCc1cccc(OC)c1OCCOCCNCCO
  1.6% | /
- CC(C)CCc1noc(CN(CC2CCC2)CC2CCCO2)n1 (stereo not given)
  0.3% | 14
- C/C(=N\Nc1cc(C)nc(-c2ccccc2O)n1)c1ccccc1
  -2.7% | -13
- COc1cc(OC)nc(S(C)(=O)=O)n1
  1.9% | 23
- CCCn1c(SCC(N)=O)nnc1C(C)C
  4.8% | 20
- COc1cc(C(=O)Nc2nccs2)ccc1OCc1c(C)noc1C
  1.8% | 8
- COC(=O)CC1SCCNC1=O (stereo not given)
  -0.5% | /
- COc1c(N2CCN(C(=S)Nc3ccccc3)C(C)C2)c(F)cc2c(=O)c(C(=O)O)cn(C3CC3)c12 (stereo not given)
  0.9% | -8
- CC1CCN(S(=O)(=O)c2ccc3c(c2)oc(=O)n3CC(=O)N2c3ccccc3CC2C)CC1 (stereo not given)
  / | -4

(next part)
The line under a structure holds: GlmU inhibition | RmlCD inh 1536
- O=C(c1cc2ccccc2oc1=O)N1CCN(Cc2ccc3c(c2)OCO3)CC1
  -2.8% | /
- Fc1cccc(F)c1-n1c(CN2CCOCC2)csc1=S
  -1.7% | 4
- O=C1NC(=O)/C(=C/c2cccc(O)c2)N1
  -1.1% | 10
- CCOc1ccc(C2C3=C(CCCC3=O)OC(N)=C2[N+](=O)[O-])cc1 (stereo not given)
  7.7% | 8
- FC(F)(F)c1cccc(CON=C2CCN(c3ncc(C(F)(F)F)cc3Cl)CC2)c1
  -7.5% | /
- CNC(=O)c1cn(-c2ccc(Cl)cc2)c(=O)c2ccccc12
  9.7% | -10
- O=[N+]([O-])c1cccc(C(O)C23CN4CN(CN(C4)C2)C3)c1 (stereo not given)
  1.3% | 0
- COc1cc(/C=N/N=C2/NC(=O)C(c3ccccc3)S2)ccc1O (stereo not given)
  / | 9
- O=C(COC(=O)c1cnccn1)Nc1cccc2ccccc12
  0.3% | /
- O=C(CCn1c(=S)oc2ccccc21)Nc1cccc(O)c1
  -3.0% | /
- Cc1ccc(NC(=O)c2cc([N+](=O)[O-])ccc2NCc2cccnc2)cc1
  9.2% | /
- COc1ccc(N2CCN(C(=O)CN3C(=O)c4ccccc4S3(=O)=O)CC2)cc1
  1.9% | 8
- COc1cccc(OC)c1C(=O)Nc1ccc(C)cc1C(=O)c1ccccc1
  -1.0% | 8
- CCOC(=O)c1c(CSc2ccccc2)oc2cc(Br)c(O)c(CN(C)C)c12
  15% | 70
- O=C(CSCc1ccc(Cl)cc1)N/N=C/c1ccc(Cl)cc1Cl
  -2.1% | -3

(continued)
The line under a structure holds: GlmU inhibition | RmlCD inh 1536
- CC(O)Cc1cn(CC(=O)N2CCN(C(=O)OC(C)(C)C)CC2)nn1 (stereo not given)
  -5.8% | /
- O=C(Nc1ccc(Cl)cc1)OC(CN1CCCCC1)C(F)(F)F (stereo not given)
  -3.8% | /
- COCCCN=C1NN=C(c2cc(C)n(Cc3ccccc3Cl)c2C)CS1
  1.9% | 6
- O=C(O)CP(=O)(O)c1ccc(Cl)cc1
  0.8% | /
- Cc1ccc(NC(=O)Cc2ccc(F)cc2)cc1
  6.2% | /
- Cc1ccc(-c2cc(C(=O)NCCc3ccccn3)c3ccccc3n2)c(C)c1
  0.8% | -9
- CCCCNc1nc(=S)n(-c2ccccc2)c(C)c1C(C)=O
  0.2% | -18
- O=C(NC1(C(F)(F)F)NC(=O)N(Cc2ccco2)C1=O)c1cccs1 (stereo not given)
  -0.2% | /
- COC(=O)C1=C(C(=O)OC)[C@@H]2Nc3ccccc3[C@@]23C[C@@H](C(=O)OC)N=C3N1
  -0.5% | /
- COc1ccc(Cl)cc1NC(=O)CSc1nnc(CNC(=O)c2ccco2)o1
  -0.3% | 16
- CC1=CC(=O)N(c2ccc(C)cc2)C1c1ccc(Cl)cc1 (stereo not given)
  1.0% | -11
- COc1ccc(-c2cc(C(F)(F)F)n3ncc(C(=O)NCc4ccco4)c3n2)cc1
  2.3% | -11
- O=C(CCc1ccc(Oc2cc([N+](=O)[O-])cc([N+](=O)[O-])c2)cc1)N1CCCCC1
  2.4% | 7
- O=C(CC(NC(=O)c1ccccc1Cl)c1ccccc1)NC1=NCCS1 (stereo not given)
  2.8% | 0
- CCc1cc(C(=O)Cc2cnn(-c3ccccc3)c2)c(O)cc1O
  3.5% | -4

Next compounds.
The line under a structure holds: GlmU inhibition | RmlCD inh 1536
- Cc1cccc(C(=O)Nc2nnc(-c3cccnc3)o2)c1
  -9.1% | -8
- CCOc1cc(/C=C2/COc3ccccc3C2=O)ccc1OCC(=O)N(C)C
  3.0% | -3
- Cc1nc2cc(NC(=O)NCc3ccco3)ccc2o1
  -2.7% | 14
- COc1ccc(C2C(C(=O)N3CCC4(CC3)OCCO4)CC(=O)N2c2ccc(OC)cc2)cc1 (stereo not given)
  1.7% | /
- COC(C[C@@H](O)[C@@H](C)[C@@H](O)COCc1ccccc1)OC
  1.4% | /
- COc1cc(/C=C2/NC(=O)N(Cc3ccccc3F)C2=O)cc(OC)c1OC
  -4.6% | 2
- CCC(C(=O)OCC(=O)Nc1cccc(OC)c1)c1ccccc1 (stereo not given)
  -0.2% | 4
- CCCN(CCC)S(=O)(=O)c1ccc(C(=O)N2CCCc3ccccc32)cc1
  5.6% | /
- COc1ccc(N2C(=O)c3cccc4cc(Br)cc(c34)C2=O)cc1
  1.1% | 3
- Cc1ccc(N=Cc2sc(O)c3ccccc23)c(C)c1
  3.8% | /
- CC(=NCC1CCCO1)C1=C(O)CC(C)(C)CC1=O (stereo not given)
  -4.1% | /
- C=CCn1c(SCC(=O)N2CCCCC2)nc(O)cc1=O
  4.9% | 1

Compounds shown so far containing a nitro group on carbon (7):
The line under a structure holds: GlmU inhibition | RmlCD inh 1536
- Cc1nc(-c2ccccc2)sc1C1(C)CC(c2cccc([N+](=O)[O-])c2)=NO1 (stereo not given)
  -0.1% | -1
- Cc1cccc(NC(=O)COc2ccc(/C=C\c3[nH]c(=O)[nH]c(=O)c3[N+](=O)[O-])cc2)c1
  0.8% | -5
- CCCCC(=O)Nc1ccc(NC(=O)c2ccc(C)c([N+](=O)[O-])c2)cc1OC
  -3.3% | -7
- CCOc1ccc(C2C3=C(CCCC3=O)OC(N)=C2[N+](=O)[O-])cc1 (stereo not given)
  7.7% | 8
- O=[N+]([O-])c1cccc(C(O)C23CN4CN(CN(C4)C2)C3)c1 (stereo not given)
  1.3% | 0
- Cc1ccc(NC(=O)c2cc([N+](=O)[O-])ccc2NCc2cccnc2)cc1
  9.2% | /
- O=C(CCc1ccc(Oc2cc([N+](=O)[O-])cc([N+](=O)[O-])c2)cc1)N1CCCCC1
  2.4% | 7

Compound activity (PubChem)
